Screening data deposited in PubChem BioAssay by several laboratories.
Vc quorum ag: quorum light induction in luxS cqsA deficient V. cholerae; actives 0.16% (n = 350,000); activation, % at 18.7 µM; V. cholerae BH1578 lux reporter, luminescence, 6 h; in the data active means activation mostly above about 9.7%, no sharp cut-off; inconclusive means no clear call, values can overlap the other calls; inactive means mostly below about 3.7%; further: not every result past the cut was called active; inactives centre near 0; reference of the scale not given here
Mtb FBA inh: inhibits M. tuberculosis FBA enzyme | inhibition, % at 1 µM | purified M. tuberculosis FBA, fluorescence read-out | P9WQA3 | actives 2.3% (n = 360,000); in the data active means inhibition above about 27%;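 further: 0% = vehicle and 100% = reference inhibitor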
Target sequence (P9WQA3 whole entry, looked up): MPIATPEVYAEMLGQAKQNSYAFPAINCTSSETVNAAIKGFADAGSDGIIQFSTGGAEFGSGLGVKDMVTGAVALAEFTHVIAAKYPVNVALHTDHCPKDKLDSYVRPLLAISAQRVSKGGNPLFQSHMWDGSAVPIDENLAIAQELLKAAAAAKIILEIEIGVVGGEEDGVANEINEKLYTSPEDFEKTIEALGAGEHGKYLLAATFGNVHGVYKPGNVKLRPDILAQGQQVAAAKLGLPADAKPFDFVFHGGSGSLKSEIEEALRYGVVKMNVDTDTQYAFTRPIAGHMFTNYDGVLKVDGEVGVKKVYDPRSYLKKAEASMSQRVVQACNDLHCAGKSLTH
BioA inh: BioA (M. tuberculosis) enzyme inhibition; inhibition, % at 9.99 µM; actives 0.096% (n = 360,000); purified M. tuberculosis BioA enzyme, plate reader; in the data active means inhibition above about 40%; inconclusive means no clear call, values can overlap the other calls
PfHsp40 yeast: restores yeast growth despite PfHsp40 toxicity; growth rescue, % at 12.5 µM; S. cerevisiae expressing PfHsp40, growth rescue, ATP luminescence; actives 0.68% (n = 340,000); in the data active means growth rescue above about 28%, passing the limit was not always enough; inconclusive means no clear call, values can overlap the other calls;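 further: yeast W303a lacking pdr1 and pdr3 grown in galactose medium; growth measured after three days at 30 °C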
Yp Topo-I inh: Y. pestis Topo-I inhibition via cleavage products. actives 0.064% (n = 360,000). Y. pestis Topo-I cleavage product accumulation, plate reader. activity, % at 10 µM. AID 504884; in the data active means activity above about 50%, passing the limit was not always enough; inconclusive means no clear call, values can overlap the other calls; further: inactives centre near 2
UGM FP inh: inhibitors of M. tuberculosis UDP-galactopyranose mutase | inhibition, % at 10 µM | actives 0.06% (n = 320,000) | P9WIQ1 | purified UGM, fluorescence polarization probe displacement | AID 504406; in the data active means inhibition above about 10%, passing the limit was not always enough; inconclusive means no clear call, values can overlap the other calls
Target sequence (P9WIQ1 whole entry, looked up): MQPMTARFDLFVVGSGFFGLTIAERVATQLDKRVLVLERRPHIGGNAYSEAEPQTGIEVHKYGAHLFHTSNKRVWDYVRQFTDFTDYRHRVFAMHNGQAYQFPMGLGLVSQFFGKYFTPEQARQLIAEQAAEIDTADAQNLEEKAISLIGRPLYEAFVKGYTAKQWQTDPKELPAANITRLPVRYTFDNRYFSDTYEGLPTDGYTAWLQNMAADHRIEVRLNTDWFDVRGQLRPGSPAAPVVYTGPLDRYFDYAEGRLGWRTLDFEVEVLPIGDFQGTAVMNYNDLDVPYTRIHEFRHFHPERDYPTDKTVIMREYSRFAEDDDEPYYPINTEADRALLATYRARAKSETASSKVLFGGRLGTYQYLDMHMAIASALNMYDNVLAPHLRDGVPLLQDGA
FadD28 binding: inhibitors of Mycobacterium tuberculosis FadD28 bisubstrate binding; FadD28 bisubstrate probe binding, fluorescence polarization; inhibition, % at 12.5 µM; actives 0.22% (n = 360,000); in the data active means inhibition above about 8.5%, passing the limit was not always enough; inconclusive means no clear call, values can overlap the other calls
TcdB inh: blocks C. difficile toxin B glycohydrolase activity. AID 652162. inhibition, % at 9.99 µM. P18177. actives 0.24% (n = 350,000). TcdB glycohydrolase enzymatic assay, plate reader; in the data active means inhibition above about 10%
GDH-TPI counter: inhibits GDH-TPI coupling enzymes, artifact for Mtb FBA screen; GDH-TPI coupled enzyme counterscreen, NADH absorbance; inhibition, % at 4.8 µM; actives 1.2% (n = 360,000); in the data active means inhibition above about 30%;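 further: 0% = DMSO wells and 100% = wells lacking the enzyme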
* hit, by the source's call; i = inactive; ? = inconclusive; nt = not tested or not shown.

Each structure is followed by: Vc quorum ag	Mtb FBA inh	BioA inh	PfHsp40 yeast	Yp Topo-I inh	UGM FP inh	FadD28 binding	TcdB inh	GDH-TPI counter
COc1ccccc1-c1cc(C(=O)NC(C)C)no1
 : -0.6	4	-2.5	-0.3	10	-1.1	-0.5	-0.3	4
CCOc1ccc(N(CC(=O)N/N=C/c2cc([N+](=O)[O-])ccc2Cl)S(C)(=O)=O)cc1
 : i	1	-1.7	0.6	-9	6.7	-1.2	nt	9
O=C(CNS(=O)(=O)c1ccccc1)Nc1ccc(F)cc1F
 : i	0	-3.0	0.4	-9	0.1	1.6	0.6	-3
CC(C(=O)NC(C)(C)C)N(C(=O)CS(=O)CC(=O)Nc1ccc(F)cc1)c1ccccc1F (centres undefined)
 : -0.2	-3	nt	-0.8	-16	-1.3	-4.0	1.7	-3
COC(=O)c1csc(C2OC(CO)C(O)C2O)n1 (centres undefined)
 : -0.7	0	-0.5	nt	4	nt	0.1	3.9	8
CC(C)Nc1nc(-c2cccnc2)nc(-c2ccc(Cl)cc2)c1C#N
 : i	4	-0.5	9.8	-1	-0.8	nt	1.2	4
S=C(NCCc1ccccc1)Nc1ccccn1
 : i	1	-0.1	1.1	7	0.4	-0.2	nt	10
COc1ccc(S(=O)(=O)N2CCN(C(=O)N(C)C)C2C)cc1 (centres undefined)
 : -0.3	-1	2.1	-0.1	-9	0.1	-3.6	-5.6	-4
C=CC[C@@H](CC(=O)N(CCO)Cc1ccccc1)C(=O)NC[C@H](OC(=O)[C@@H](CC=C)CC(=O)OC(C)(C)C)c1ccccc1
 : -8.1	1	1.7	1.9	27	0.5	-2.7	0.7	11
Cc1ccc(S(=O)(=O)N2CCC(=O)N(C(COCc3cccc(C)c3)Cc3ccccc3)CC2)cc1 (centres undefined)
 : -8.3	2	-4.4	1.4	-9	-0.7	-0.2	-0.4	11
O=C(COC(=O)CNC(=O)c1ccc(Cl)cc1Cl)NC(=O)NC1CCCCC1
 : -9.3	-2	-3.1	-0.4	13	-1.5	-0.3	1.1	1
CC(C)Sc1nnc(CNC(=O)C23CC4CC(CC(C4)C2)C3)n1Cc1ccccc1
 : i	-8	1.6	1.8	19	-0.7	-4.8	1.5	-9
CCC(C)(C)NC(=O)C(C(C)C)N(CC1CCCO1)C(=O)CNS(=O)(=O)c1ccc(F)cc1 (centres undefined)
 : -0.6	-5	1.9	0.8	-9	-1.2	-1.3	-1.2	7
COc1cc(-c2c(C#N)c(N)nc3[nH]c(=S)[nH]c(=O)c23)ccc1O
 : -0.6	-4	-0.8	-1.0	-1	-0.7	-4.4	-0.5	18
Cc1ccc(NC(=O)NCCN2CCCCC2)cc1
 : -0.2	4	-5.1	-0.3	-7	-0.2	-0.1	0.6	6
O=C(CCN1C(=O)/C(=C/c2ccccc2)SC1=S)NNC(=O)c1ccncc1
 : i	0	nt	0.5	4	-0.8	-0.2	0.0	10
CCOC(=O)c1[nH]c(C)c(C(=O)OCC(=O)Nc2sc3c(c2C#N)CCCCC3)c1C
 : -0.6	-3	0.3	4.1	5	3.6	-4.2	1.1	1
COc1ccc(C(=O)Oc2c(CN3CCOCC3)cc(Cl)c3cccnc23)cc1
 : 4.2	3	1.7	0.1	5	0.7	-0.8	nt	7
Cc1nc(-c2ccccc2)[nH]c(=O)c1Oc1ccc(Cl)cc1Cl
 : 0.6	-5	-1.0	-1.9	5	-3.3	-1.6	0.0	-4
O=S(=O)(NC1CCCCC1Oc1ccccc1)c1ccccc1 (centres undefined)
 : -2.2	2	nt	-0.3	2	1.4	-3.6	0.6	8
O=C(COc1cccc(Br)c1)Nc1ccc(N2CCOCC2)cc1N1CCOCC1
 : i	-1	-1.2	1.0	8	2.3	-2.1	0.9	10
Cc1ccc(-c2nnc(NCc3nc4ccccc4[nH]3)c3ccccc23)cc1S(=O)(=O)N(C)C
 : -1.0	1	-0.3	-0.5	8	0.4	-2.6	0.7	12
Clc1cc2c(nn1)Nc1ccccc1S2
 : i	0	nt	?	7	2.5	-1.1	0.8	0
Cc1cc(NC(=O)c2c(C)noc2C)no1
 : -0.4	1	nt	-2.4	-7	0.6	-1.3	-0.5	15
O=S(=O)(CCc1nc2ccccc2s1)c1ccc(Cl)cc1
 : -0.3	2	-0.6	-0.6	1	1.1	-2.1	nt	-2
O=C(CSCc1ccc(Br)cc1)N=Nc1c(O)[nH]c2ccccc12
 : -0.2	-1	nt	0.1	2	-0.4	-3.3	1.1	20
COc1ccc(NC(=O)c2ccc3c(c2)C(=O)N(CC2CCCO2)C3=O)cc1O (centres undefined)
 : -1.0	1	-1.9	-0.2	-7	0.9	-1.9	-0.7	4
CCOc1cc(C(=O)Nc2ccc(C)cc2O)ccc1OCC(=O)N1CCOCC1
 : -0.3	-1	nt	-0.1	-1	-0.6	-3.6	0.2	2
COc1ccccc1/C=C/C(=O)NCC(=O)N/N=C/c1ccc(C(=O)O)cc1
 : 1.2	13	-1.3	0.0	-1	0.0	-4.0	0.3	16
CN(C)C(=O)c1nnc(Cc2ccc(Cl)cc2)o1
 : -0.4	-2	-0.5	0.4	6	-1.4	-1.2	0.6	6

Copied from the list.
Vc quorum ag with CCC(C)(C)NC(=O)C(C(C)C)N(CC1CCCO1)C(=O)CNS(=O)(=O)c1ccc(F)cc1 (centres undefined) → -0.6
BioA inh with Cc1ccc(NC(=O)NCCN2CCCCC2)cc1 → -5.1

(list continues)
Each structure is followed by: Vc quorum ag	Mtb FBA inh	BioA inh	PfHsp40 yeast	Yp Topo-I inh	UGM FP inh	FadD28 binding	TcdB inh	GDH-TPI counter
Cc1ccc(S(=O)(=O)N2CC(O)CC2C(=O)NCc2ccc3c(c2)OCO3)cc1 (centres undefined)
 : -0.3	2	-0.6	-0.1	4	2.4	-2.5	2.3	2
CN(C)C(CNC(=O)c1cc(S(=O)(=O)N(C)c2ccccc2)ccc1Cl)c1ccccc1 (centres undefined)
 : -0.2	-2	-2.3	0.2	4	0.3	0.4	0.2	14
CCn1cc(C(=O)N(C)c2ccc(OC)cc2)c2cc(OC)c(OC)cc2c1=O
 : i	0	-1.0	-1.1	-4	1.6	0.1	2.1	10
O=C(Nc1ccc(Oc2ccsc2C(=O)O)cc1)c1ccccc1
 : -0.5	2	0.7	-0.9	0	2.2	-1.7	-0.8	4
COc1ccc(C(O)c2nccc3cc(OC)c(OC)cc23)cc1OC (centres undefined)
 : -0.5	-2	nt	-0.2	8	-2.1	-0.4	1.8	-2
Cc1cccc(NC(=O)C(C)Sc2nc3nc(C)cc(C)n3n2)c1 (centres undefined)
 : 3.3	0	4.0	0.6	8	-0.5	-0.4	1.0	7
CCc1nc2c(OCc3ccccc3)cccn2c1N(Cc1ccccc1)C(C)=O
 : -0.7	0	-0.1	nt	7	nt	-1.5	-0.6	4
COc1ccc2nc(C)cc(N3CCOCC3)c2c1
 : -0.2	0	-0.4	-0.4	3	-0.5	-3.0	nt	0
COC(=O)C1=C(O)/C(=C/c2cccc(OC)c2O)N=C1C
 : -0.3	-7	nt	21	2	4.3	0.4	-68	28
O=C(NCCc1ccc(Cl)cc1)C1CCN(C(=O)c2ccc(F)cc2)CC1
 : -0.3	1	1.0	-0.4	7	1.5	-3.9	1.9	7
CCCN1CCN(CCCNC(=O)c2cc3c(=O)oc4ccc(C)cc4c3s2)CC1
 : -0.4	6	1.4	-1.0	6	-1.6	0.3	0.3	8
Cc1nc(CCNC(=O)CC2C(=O)NCCN2CC(C)C)nc2c1CCC2 (centres undefined)
 : i	4	-0.6	-1.8	11	3.6	1.1	-0.1	5
CN(C)C(=O)COC(=O)c1ccccc1OCC(=O)Nc1ccc(SC(F)F)cc1
 : -0.4	-2	-0.7	0.1	17	0.2	-4.2	nt	8
CCN1C[C@]2(COC)CC[C@H](O)[C@@]34C5C[C@@H]6[C@@H](OC)C[C@@](O)(C5[C@H]6O)[C@](O)([C@@H](OC)C23)[C@@H]14 (some centres undefined)
 : -0.4	3	-0.2	-1.1	-1	2.3	-0.7	0.7	2
CCOC(=O)C1CCN(Cc2cn[nH]c2-c2ccc(C)cc2)CC1
 : -0.4	4	nt	-0.7	-7	-2.8	-1.0	nt	-5
CCOc1ccc(C(C)NC(=O)Cc2ccccc2F)cc1OCC (centres undefined)
 : i	0	nt	0.2	3	-1.1	-2.3	0.8	-7
Cc1ccc(C2c3[nH]c4ccccc4c3C[C@H]3C(=O)N(c4ccccc4C(=O)N4CCC[C@@H]4C(=O)O)C(=O)N23)cc1 (some centres undefined)
 : -0.6	4	-3.1	-1.7	12	3.6	-1.5	0.8	6
Cc1cc(C)n(CCNC(=O)c2cc(COc3ccc4ncccc4c3)on2)n1
 : -2.4	2	1.4	-0.4	13	-3.2	-1.3	0.9	4
O=C(c1ccc(S(=O)(=O)N2CCCCC2)cc1)N1CCN(c2ccccc2)CC1
 : -0.3	-1	nt	-1.2	12	-0.5	0.9	nt	13
CCOC(=O)c1ccccc1NC(=O)C=C(C)C
 : -0.4	4	-2.6	0.5	-6	-0.6	0.0	1.4	5
CC1(C)CC(=O)C2=C(C1)OC(N)=C(C#N)C2c1cn(-c2ccccc2)nc1-c1ccc(F)cc1 (centres undefined)
 : -0.8	-7	nt	-1.0	2	0.5	-11	1.3	2
Cc1c(Cl)cccc1NC(=O)C(=O)NNC(=O)c1ccccc1F
 : -0.3	-1	nt	-0.3	6	1.0	0.6	0.1	7
Cc1ccc(-c2cn3nc(C)c(C)nc3n2)cc1
 : i	34*	-1.3	-1.1	5	0.7	-1.1	nt	-3
Nc1nnc(SCC(=O)Nc2cccc3ccccc23)s1
 : -0.3	1	0.7	-3.3	11	-0.4	-0.3	0.4	10
CC1CCc2c(sc(NC(=O)c3nc4ncccn4n3)c2C#N)C1 (centres undefined)
 : 0.3	2	-0.4	-0.2	-13	-1.2	-0.7	-0.3	-4
CCOC(=O)C(=O)Nc1nnc(SCc2ccc(F)cc2)s1
 : -0.4	2	-0.4	-0.4	0	-2.2	0.6	0.9	11
COC(=O)COc1cccc2c(=O)n(CC(=O)NCCc3ccccc3)ccc12
 : -1.0	0	-1.8	-0.6	3	0.0	-3.3	1.5	8
CC(=O)c1cn(C2OC(CO)C3OC(C)(C)OC32)c(=O)n(C)c1=O (centres undefined)
 : -0.8	3	-1.7	nt	5	0.0	-2.6	1.0	4
Cc1ccc(NC(=O)Cc2ccc([N+](=O)[O-])cc2)c(Br)c1
 : -1.0	0	-1.7	-0.1	5	-2.8	-1.6	nt	10
O=c1c2[nH]c3ccccc3c2ncn1CCN1CCCCC1
 : i	7	2.2	-0.1	-2	-2.5	-1.9	nt	-8
Cc1ccc(NC(=O)/C(=C\c2ccc([N+](=O)[O-])cc2)NC(=O)c2ccccc2)cc1
 : i	-4	4.1	-0.6	1	-1.3	0.0	nt	20
CC1C(=O)OC(c2ccc(Cl)cc2)C(C)(C)C1=O (centres undefined)
 : 7.7	6	-0.7	-0.4	-1	3.1	-1.4	-0.4	9
COc1ccccc1Cn1c(CO)nc2ccccc21
 : -0.2	2	nt	1.1	1	0.4	-1.8	2.5	1
Cc1cccc(NP(=O)(Oc2ccccc2)Oc2ccccc2)c1C
 : -0.3	8	-7.9	-1.4	45	-1.0	nt	0.3	5
CCCCN(C(=O)C1CCCO1)c1c(N)n(CC(C)C)c(=O)[nH]c1=O (centres undefined)
 : -0.7	6	-0.3	2.4	-1	-0.5	0.6	-0.2	9
O=C(CNS(=O)(=O)c1cccc(C(F)(F)F)c1)NC1CCCCCC1
 : -0.4	-2	1.5	0.0	2	0.4	0.0	1.6	4
COc1ccccc1NC(=O)Nc1nc(C(N)Cc2ccc(Cl)cc2)cs1 (centres undefined)
 : -0.3	3	-3.1	nt	-4	nt	-2.2	0.7	5
